# Bioassay records deposited in PubChem BioAssay by several laboratories.
# TRPC6 activator = mouse TRPC6 channel activation. HEK293-TRPC6 membrane potential dye fluorescence; active compounds read high. B-score at 10 µM. hit rate 0.13% among 310,000. AID 2550;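 active = B-score of the integrated fluorescence ratio above library mean plus 3 SD, and starting fluorescence ratio within library mean plus 5 SD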;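 note: higher score means more depolarization so channel activation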
# TRPC6 inhibitor = blocks the mouse TRPC6 cation channel | Q61143 | HEK293-TRPC6, membrane potential dye, ACh-evoked depolarization; active compounds read low | B-score at 10 µM | hit rate 1.1% among 310,000;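 active = B-score under library mean minus 3 SD, initial fluorescence not abnormally high, positive integrated signal ratio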;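 note: B-score derived from integrated fluorescence ratio over the kinetic read; more negative B-score means stronger inhibition of depolarization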
# TRPC4 block = blocks the mouse TRPC4 cation channel. Q9QUQ5. HEK293 TRPC4beta/mu-opioid, DAMGO-evoked Fluo4 calcium flux; active compounds read low. B-score at 10 µM. hit rate 0.39% among 300,000. AID 2247;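 active = B-score over 3 SD under the library average, no early fluorescence shift, positive overall ratio signal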
# Target sequence (Q9QUQ5 whole entry, looked up): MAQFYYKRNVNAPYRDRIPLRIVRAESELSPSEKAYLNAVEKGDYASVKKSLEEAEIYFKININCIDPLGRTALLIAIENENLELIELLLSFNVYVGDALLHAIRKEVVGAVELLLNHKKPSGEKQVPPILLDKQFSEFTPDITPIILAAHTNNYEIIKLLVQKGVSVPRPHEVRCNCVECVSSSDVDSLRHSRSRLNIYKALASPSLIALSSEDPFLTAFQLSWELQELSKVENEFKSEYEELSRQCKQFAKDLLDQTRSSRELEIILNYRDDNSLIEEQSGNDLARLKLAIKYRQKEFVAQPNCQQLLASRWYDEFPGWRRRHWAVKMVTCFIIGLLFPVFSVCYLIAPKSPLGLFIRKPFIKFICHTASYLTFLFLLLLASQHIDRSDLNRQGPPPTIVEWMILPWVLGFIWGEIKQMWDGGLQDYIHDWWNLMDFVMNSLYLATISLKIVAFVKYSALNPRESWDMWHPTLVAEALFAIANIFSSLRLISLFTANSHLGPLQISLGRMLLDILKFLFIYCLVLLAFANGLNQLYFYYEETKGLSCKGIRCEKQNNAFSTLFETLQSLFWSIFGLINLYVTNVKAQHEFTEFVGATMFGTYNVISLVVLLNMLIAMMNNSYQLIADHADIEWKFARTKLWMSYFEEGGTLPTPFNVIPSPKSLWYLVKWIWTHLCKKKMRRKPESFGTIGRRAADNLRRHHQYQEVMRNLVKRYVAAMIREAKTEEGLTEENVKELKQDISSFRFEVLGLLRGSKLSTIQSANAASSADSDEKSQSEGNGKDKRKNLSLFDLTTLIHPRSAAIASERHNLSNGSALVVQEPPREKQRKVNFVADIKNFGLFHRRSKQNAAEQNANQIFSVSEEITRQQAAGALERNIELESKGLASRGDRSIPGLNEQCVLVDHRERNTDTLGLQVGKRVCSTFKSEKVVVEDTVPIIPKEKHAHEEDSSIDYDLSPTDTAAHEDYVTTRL
#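 Assay system: HEK293 cells with stable TRPC4beta plus mu-opioid receptor expression; Probe or stimulus: DAMGO in two steps, submaximal then maximal; Dosing: single-point compound dosing; Measured by: Fluo4 calcium-dye fluorescence, kinetic read; Read-out basis: B score from integrated Fluo4 fluorescence ratio.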
# PolyA inhibitor = yeast polyadenylation inhibition; S. cerevisiae SKY197-pL101 polyadenylation reporter, beta-gal luminescence; efflux-impaired pdr1/pdr3 knockout yeast; score 100 = 6 SD above DMSO; calls only at 12 µM; hit rate 0.02% among 300,000;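 active = lowest replicate activity score at least 50, where 100 means six control SD above control mean; inconclusive = lowest score under 50 but half or more replicates reach 50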;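 note: yeast exposed to compound for 9 h at 30 °C; higher score means more reporter readthrough which indicates perturbed polyadenylation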
# TRPC4 act = opens the mouse TRPC4 cation channel; HEK293 TRPC4beta/mu-opioid, Fluo4 calcium fluorescence; active compounds read high; hit rate 0.49% among 310,000; B-score at 10 µM; AID 2237; Q9QUQ5;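 active = B-score above 5 SD of library B-scores, and initial fluorescence ratio not above library mean plus 5 SD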;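 note: positive B-score marks a calcium rise read as TRPC4 activation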
#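 Material: TRPC4beta and mu-opioid receptor HEK293 stable cells | Incubation: 45 min room-temperature Fluo4 loading, 110 s read | Detection: Kinetic Fluo4 calcium fluorescence | Measure: Integrated baseline-normalised fluorescence ratio, converted to per-well B score | Benchmarks: Low control buffer alone, high control maximal DAMGO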
# MrgX1 allo act = allosterically activates human MrgX1 receptor signaling. hit rate 0.63% among 310,000. MrgX1-HEK293, Fluo-4 calcium flux, FDSS; active compounds read high. B-score at 10 µM. Q96LB2. AID 588675;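 active = plate-corrected calcium response at least 3 library SD above typical, normal starting fluorescence, not activating the receptor alone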;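 note: compound read alongside a low EC10 to EC30 dose of BAM8-22 agonist; peak minus trough fluorescence over baseline measured at the second addition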
# AI-2 QS mod = Vibrio harveyi AI-2 quorum sensing modulation; Vibrio harveyi JMH597 AI-2 luminescence/OD600 ratio, 9 h; active compounds read low; strain lacks LuxN and CqsS sensors; 0 = neutral-control median; activity change, % at 7.5 µM; hit rate 0.4% among 300,000; in the data active = activity change below about -75%, passing the limit was not always enough; inconclusive = no clear call, values can overlap the other calls;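 note: luminescence divided by OD600 gain over 9 h not by final OD600 alone; inactives centre near 13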
# HIF act = HIF pathway transcriptional activation; activation, % at 7.5 µM (by protocol); U2OS HRE-luciferase reporter, luminescence; normalized: DMSO 0%, desferrioxamine 100%; hit rate 0.32% among 300,000; AID 1910;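 active = mean activation of at least 10% of the iron chelator positive control signal, with at least half of replicates also reaching 10%; inconclusive = mean and replicate majority disagree about reaching 10%; inactive = mean and most replicates under 10%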
# MrgX1 ag = human MrgX1 receptor agonism, primary screen | MrgX1-HEK293 cells, Fluo-4 calcium fluorescence, agonist mode; active compounds read high | B-score at 10 µM | hit rate 0.44% among 310,000 | AID 588627;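 active = calcium response B-score plate-corrected fluorescence ratio at least 3 library SD, with starting fluorescence B-score inside 5 SD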
#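 System: HEK293 cells stably expressing human MrgX1 receptor; Dosing: test compound in the initial addition of three; Schedule: overnight plating, then 30 min 37 °C plus 30 min room-temperature dye loading; Detection: kinetic calcium dye fluorescence, Fluo-4 NW; Controls: per-plate positive and negative controls for Z′ factor.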
# MrgX1 antagonist = human MrgX1 receptor antagonism, primary screen; Q96LB2; MRGX1-HEK293 calcium flux, Fluo-4, BAM8-22 antagonism; active compounds read low; B-score at 10 µM; hit rate 1.3% among 310,000;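 active = calcium-response B-score plate-corrected more than 3 library SD below zero, starting fluorescence within 5 deviations, no agonist response on first addition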;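 note: peak minus trough fluorescence over baseline after final BAM8-22 challenge near maximal dose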
# TRPC4 potent = allosteric potentiators of mouse TRPC4 channel | B-score at 10 µM | HEK293 TRPC4beta/mu-opioid, DAMGO EC20, Fluo-4 Ca2+ flux; active compounds read high | hit rate 0.42% among 310,000 | Q9QUQ5;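 active = B-score of calcium response area above 5 SD of library B-scores, with initial fluorescence ratio within 5 SD of library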;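 note: B-score of integrated fluorescence ratio over time as area under calcium response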
# Starred values were filed as active, the others as inactive; i = inactive; ? = inconclusive; . = no result given. The list is partial (hit frequency here may not be typical).
compound	TRPC6 activator	TRPC6 inhibitor	TRPC4 block	PolyA inhibitor	TRPC4 act	MrgX1 allo act	AI-2 QS mod	HIF act	MrgX1 ag	MrgX1 antagonist	TRPC4 potent
COc1ccc(C(=O)NCCS(=O)(=O)NC(C)c2ccccc2)cc1 (stereo not drawn)	i	i	i	i	i	i	4	0.6	i	i	i
COc1ccc(NC(=O)c2ccc(COc3ccccc3)o2)cc1	i	i	i	i	i	i	-5	0.3	i	i	i
CCOc1cccc(C(=O)N(Cc2cccc(F)c2)C2CCS(=O)(=O)C2)c1 (stereo not drawn)	i	i	i	i	i	i	11	0.0	i	i	i
O=C(COC(=O)c1ccccc1Br)NCCN1C(=O)CSC1=O	i	i	i	i	i	i	18	0.7	i	i	i
Nc1nonc1C(=Nc1ccccc1)NO	i	i	i	i	i	i	22	-0.2	i	i	i
COc1cccc(NC(=O)COC(=O)COc2cccc3c2OC(C)(C)C3)c1	i	i	i	i	i	i	13	-0.1	i	i	i
CCO[C@@H]1OC(C(=O)NCc2ccccc2)=C[C@H](C)[C@H]1CCCO	i	i	i	i	i	i	18	-0.3	i	i	i
Cc1ccc(S(=O)(=O)N2CCN(C(=O)C3Cc4ccccc4CN3C(=O)c3ccco3)CC2)cc1 (stereo not drawn)	i	i	i	i	i	i	10	-0.4	i	i	i
Cc1c(C(=O)OC(C)C)[nH]c2c1C(=O)CCC2	i	i	i	i	i	i	5	1.0	i	i	i
CC(C)OP(=O)(OC(C)C)C(Nc1ccc(C(=O)O)cc1)c1ccccc1 (stereo not drawn)	i	i	i	i	i	i	10	-0.1	i	i	i
CC(=O)c1ccc(N2CCN(c3ccc(S(=O)(=O)NCCCN(C)C)cc3[N+](=O)[O-])CC2)cc1	i	i	i	i	i	i	12	-0.2	i	i	26*
COc1ccc(OC)c(NC(=O)Cn2cc(C=O)c3ccccc32)c1	i	i	i	i	i	i	8	-0.6	i	i	i
O=C(COc1ccc(-c2nnco2)cc1)Nc1ccc(C(F)(F)F)cc1	i	i	i	i	i	i	17	0.1	i	i	i
CCN(CC)c1cc(NCCO)c([N+](=O)[O-])c2nonc12	i	i	i	i	i	i	28	0.4	i	i	i
CC1=CC2=NC(=O)CC(C)(C(=O)N(CC(=O)NC3CCCC3)c3ccccc3F)N2C=C1 (stereo not drawn)	i	i	i	i	i	i	18	0.1	i	i	i
Cc1cccc(/C=N/NC(=O)Cc2cccs2)c1	i	i	i	i	i	i	?	2.1	i	i	i
CCOCCCNC(=O)Cn1cnc2c(cnn2-c2ccc(OC)cc2)c1=O	i	i	i	i	i	i	.	0.4	i	i	i
CCC(=O)N(CCC1(c2ccccc2OC)CCOC(C(C)C)C1)Cc1ccco1 (stereo not drawn)	i	i	i	i	i	i	38	.	i	i	i
NC(=O)C1CCN(C(=O)C2CCC(=O)N(CC3CCCCC3)C2)CC1 (stereo not drawn)	i	i	i	i	i	i	-2	0.7	i	i	i
Cc1cc2cc(CCNS(C)(=O)=O)c(=O)[nH]c2cc1C	i	i	i	i	i	i	30	-0.2	i	i	i
COCCSc1nnc(NC(=O)CS(=O)(=O)c2ccc(C)cc2)s1	i	i	i	i	i	i	26	-1.0	i	i	i
O=C(Cc1c(F)cccc1Cl)Nc1ccc(S(=O)(=O)NCC2CCCO2)cc1 (stereo not drawn)	i	i	i	i	i	i	20	0.2	i	i	i
O=c1c2nnn(Cc3ccccc3)c2ncn1C/C=C/c1ccccc1	i	i	i	i	i	i	23	0.1	i	i	i
COc1ccc(C(=O)CSc2nnc(-c3ccco3)c(-c3ccco3)n2)cc1	i	i	i	i	i	.	21	0.3	.	.	i
CCc1ccc(C(C)NC(=O)c2ccncc2)cc1 (stereo not drawn)	i	i	i	i	i	i	15	-2.7	i	i	i
CCOc1ccc(N(C(=O)c2cnccn2)C(C(=O)NC2CCCCC2)c2ccc(O)cc2)cc1 (stereo not drawn)	i	i	i	i	i	i	15	0.4	i	i	i
O=c1[nH]c(=O)c2nnc(N/N=C/c3ccccc3F)nc2[nH]1	i	i	i	i	i	i	9	0.4	i	i	i
O=C(COc1ccc2c3c(c(=O)oc2c1)CCCC3)N1CCN(c2ccc(F)cc2)CC1	i	i	i	i	i	i	10	-0.1	i	i	i
O=C(COc1ccccc1-c1ccccc1)N/N=C/c1cccnc1	i	i	i	i	i	i	0	3.5	i	i	i
CC1CCN(S(=O)(=O)c2ccc(C(=O)N3CCCC(C(F)(F)F)C3)cc2)CC1 (stereo not drawn)	i	i	i	i	i	i	18	0.1	i	i	i
CN(C)CCCNc1ncnc2oc(-c3ccccc3)c(-c3ccccc3)c12	i	i	i	i	i	i	4	-0.4	i	i	i
COc1ccc(N=Nc2cnc(C)nc2-c2ccccc2)cc1	i	i	i	i	i	i	26	-0.6	i	i	i
Cc1ccc(NC(=O)N2CCCC2C(=O)NCC2CCCCC2)cc1 (stereo not drawn)	i	i	i	i	i	10*	16	0.2	i	i	i
COc1ccccc1C1NC=C([N+](=O)[O-])C=C1[N+](=O)[O-] (stereo not drawn)	i	i	i	i	i	i	29	-0.1	29*	i	i
CCc1nnc(NC(=O)CS(=O)(=O)c2ccccc2)s1	i	i	i	i	i	i	-14	-0.5	i	i	i
CC1CCN(c2nc3c(N)ncnc3n2[C@@H]2O[C@H](CO)[C@@H](O)[C@H]2O)CC1	i	i	i	i	i	i	2	1.1	i	i	i
Cc1ccnc(NC(=O)c2cc3ccccc3oc2=O)c1	i	i	i	i	i	i	42	3.2	i	i	i
CCOC(=O)c1cnc(-n2nc(C)cc2C)nc1Nc1ccc(N(C)C)cc1	i	i	i	i	i	i	18	0.3	i	i	i
COc1ccc(Nc2nc(-c3cccc([N+](=O)[O-])c3)nc3ccccc23)c(OC)c1	i	i	i	i	i	i	8	-0.3	i	i	i
CN(C)/C=C(\C(=O)c1cccc(Cl)c1)c1nnnn1-c1ccccc1	i	i	i	i	i	i	3	0.3	i	i	i
N#Cc1ccc(N2CCc3ccccc3C2)c([N+](=O)[O-])c1	i	i	i	i	i	i	-2	-1.0	i	i	i
CCNc1ccc(S(=O)(=O)C(F)(F)F)cc1NC(=O)C12CCC(CC1)C2	i	i	i	i	i	i	11	0.1	i	i	i
O=C1CC(N2CCN(c3ccccn3)CC2)C(=O)N1CC(c1ccccc1)c1ccccc1 (stereo not drawn)	i	i	i	i	i	i	3	-0.4	i	i	i
O=C(CSc1nnc(-c2ccc(S(=O)(=O)N3CCOCC3)cc2)o1)c1ccccc1F	i	i	i	i	i	i	18	0.0	i	i	i
CCCOc1ccc(-c2nnn(CC(=O)N3CCCC(C)C3)n2)cc1 (stereo not drawn)	i	i	i	i	i	i	15	0.1	i	i	i
Cc1ccc(C(=O)C2OC(=O)C(C)(C)C(=O)C2(C)C)cc1 (stereo not drawn)	i	i	i	i	i	i	7	-0.1	i	i	i
CC(C)Sc1ccccc1C(=O)Nc1ccc2c(c1)n(C)c(=O)n2C	i	i	i	i	i	i	16	-0.6	i	i	i
OCCCn1c(-c2ccccc2)nc(=S)c2c1CCCC2	i	i	i	i	i	i	35	0.6	i	i	i
O=C(O)c1nn(-c2cccc(Cl)c2)c(=O)cc1O	i	i	i	i	i	i	0	0.2	i	i	i
O=C(C[n+]1ccccn1)c1ccccc1	i	i	i	i	i	i	19	1.0	i	i	i
O=C(C1CCCCC1)N1CCc2ccccc21	i	i	i	i	i	i	5	-1.1	i	i	i
COC(=O)CN(C(=S)Nc1ccc(F)cc1)C1CC(=O)N(c2ccccc2)C1=O (stereo not drawn)	i	i	i	i	i	i	-2	-1.2	i	i	i
O=C(N/N=C/c1c[nH]c2ccccc12)c1ccc([N+](=O)[O-])cc1Cl	i	i	i	i	i	i	10	-1.0	i	i	i
COc1ccc(OC)c(Nc2nc(NCc3ccco3)nc(N)c2[N+](=O)[O-])c1	i	i	i	i	i	i	17	0.2	i	i	i
Cc1cc(C)c(C2=CSC3=NS(=O)(=O)CCN23)c(C)c1	i	i	i	i	i	i	-3	-0.2	i	i	i
CCN1CCN(C(=O)c2ccc3c(c2)N(Cc2ccccc2)C(=O)c2ccccc2S3(=O)=O)CC1	i	i	i	i	i	i	12	-0.3	i	i	i
c1csc(Cc2nc3ccccc3[nH]2)c1	i	-14*	i	i	i	i	74	1.3	i	i	i
CCOc1ccc(CN2CCN(C3CCC3)CC2CCO)cc1 (stereo not drawn)	i	i	i	i	i	i	9	0.4	i	i	i
COc1cccc(NC(=O)CS(=O)(=O)Cc2nc(-c3ccc(C)cc3)oc2C)c1	i	i	i	i	i	i	.	-0.1	i	i	i
CCN(C(=O)CSc1cc(C)c2ccccc2n1)c1c(N)n(Cc2ccccc2)c(=O)[nH]c1=O	i	i	i	i	i	i	4	2.1	i	i	i

# Continuation.
compound	TRPC6 activator	TRPC6 inhibitor	TRPC4 block	PolyA inhibitor	TRPC4 act	MrgX1 allo act	AI-2 QS mod	HIF act	MrgX1 ag	MrgX1 antagonist	TRPC4 potent
c1ccc(CN2CCC3(CC2)Nc2ccccc2CO3)cc1	i	i	i	i	i	i	14	-0.5	i	i	i
CCOC(=O)Cn1c(=O)c(-c2ccccc2NCc2ccccc2)nc2ccccc21	i	i	i	i	i	i	27	0.0	i	i	i
CCc1nnc(NC(=O)CSc2nnc(C)n2CC2CCCO2)s1 (stereo not drawn)	i	i	i	i	i	i	14	0.5	i	i	i
Cc1cc(N/N=C/c2ccc(Cl)cc2)nc(NCc2ccccc2)n1	i	i	i	i	i	i	10	-0.2	i	i	i
O=C(COC(=O)c1ccc2c(c1)C(=O)N(Cc1ccncc1)C2=O)Nc1cccc2ccccc12	i	i	i	i	i	i	24	0.0	i	i	i
